# Source: PubChem BioAssay (Broad Institute)
# DENV2 CPE rescue = inhibitors of DENV2 cytopathic effect, primary screen, cell-based, plate reader, single concentration. DENV2-infected cells, cytopathic effect rescue. CPE inhibition, % at 9.99 µM. hit rate 1.7% among 350,000. AID 651640, 2012; in the data active = CPE inhibition above about 20%, passing the limit was not always enough; inconclusive = no clear call, values can overlap the other calls; tested in BHK-21 cells;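 also: 0% = median of neutral control wells and 100% = median of positive control wells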
# ERp5 block = inhibitors of ERp5-driven insulin aggregation, primary screen, biochemical, turbidity, absorbance 650 nm, single point. 90 min. inhibition, % at 9.99 µM. hit rate 0.05% among 350,000. AID 651711, 2012;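 active = mean replicate inhibition above about 25%, with every replicate also reaching it, limit read from the data, passing the limit was not always enough; inconclusive = only one of those two criteria met; inactive = neither criterion met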
# Target sequence (Q15084 whole entry, looked up): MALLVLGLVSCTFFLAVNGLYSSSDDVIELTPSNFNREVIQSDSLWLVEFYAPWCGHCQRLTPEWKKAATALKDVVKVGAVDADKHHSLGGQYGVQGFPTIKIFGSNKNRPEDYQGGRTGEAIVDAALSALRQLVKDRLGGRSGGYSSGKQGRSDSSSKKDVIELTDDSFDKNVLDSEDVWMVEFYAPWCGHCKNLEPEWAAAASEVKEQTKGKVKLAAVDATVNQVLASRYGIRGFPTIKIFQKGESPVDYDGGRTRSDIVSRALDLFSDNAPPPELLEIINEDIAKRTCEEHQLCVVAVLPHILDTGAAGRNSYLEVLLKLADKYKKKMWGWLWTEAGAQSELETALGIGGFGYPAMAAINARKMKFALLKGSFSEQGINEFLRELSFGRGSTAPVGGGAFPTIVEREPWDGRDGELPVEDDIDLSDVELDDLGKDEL
# CASP6 VEID inh = human caspase-6 inhibitors, primary screen, biochemical, VEID-R110 fluorescence, single point, set 2 | hit rate 0.53% among 350,000 | inhibition, % at 12.5 µM | P55212 | purified caspase-6, Z-VEID-R110 cleavage fluorescence;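 active = mean inhibition across replicates at least about 35%, with every replicate also reaching that limit, limit read from the data; inconclusive = only one of the two criteria met; inactive = neither criterion met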;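 also: 0% = median of neutral control wells and 100% = no fluorescence left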
# Target sequence (P55212 24-179 limits assumed): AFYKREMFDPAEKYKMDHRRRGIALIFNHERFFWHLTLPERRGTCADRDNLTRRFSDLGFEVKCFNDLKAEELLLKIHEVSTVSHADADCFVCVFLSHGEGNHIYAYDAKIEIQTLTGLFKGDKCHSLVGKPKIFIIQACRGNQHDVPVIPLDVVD
# Target sequence (P55212 194-293 limits assumed): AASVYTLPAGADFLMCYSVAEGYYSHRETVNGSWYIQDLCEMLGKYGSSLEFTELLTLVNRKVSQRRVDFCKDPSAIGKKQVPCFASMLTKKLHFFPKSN
# SIRT5 inh = SIRT5 desuccinylase inhibitors, primary screen, biochemical, fluorescence imaging, single point, set 5 | NAD-dependent protein deacylase sirtuin-5, mitochondrial (Homo sapiens), Q9NXA8 | Purified SirT5, succinyl-peptide AMC, trypsin-coupled fluorescence | inhibition, % at 15 µM | hit rate 1.1% among 330,000 | AID 652115, 2013; in the data active = inhibition above about 15%; inconclusive = no clear call, values can overlap the other calls
# Target sequence (Q9NXA8 whole entry, looked up): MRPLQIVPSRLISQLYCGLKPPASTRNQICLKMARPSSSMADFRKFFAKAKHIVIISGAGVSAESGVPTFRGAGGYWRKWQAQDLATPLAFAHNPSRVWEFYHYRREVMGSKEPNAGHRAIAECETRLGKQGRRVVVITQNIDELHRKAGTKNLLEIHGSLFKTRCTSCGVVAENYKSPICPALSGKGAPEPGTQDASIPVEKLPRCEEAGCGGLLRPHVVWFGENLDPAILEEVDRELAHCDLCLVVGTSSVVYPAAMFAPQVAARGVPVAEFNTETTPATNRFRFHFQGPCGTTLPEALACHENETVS
# F508del corr = F508del CFTR correction, initial screen, CFBE line, single point. CFBE cells, YFP halide quenching; stimulated with forskolin plus potentiator P3; % fluorescence drop versus neutral controls. activity (quench increase), % at 7.58 µM. hit rate 0.36% among 350,000. AID 720511, 2013;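 active = mean added fluorescence quench of at least 8% versus neutral control, with both replicates also reaching 8%; inconclusive = only one of the mean or replicate conditions met; inactive = mean below 8% and not both replicates reaching 8%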;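 also: cells transiently co-express mutant CFTR-F508del with the halide-sensitive YFP; corrector assay measuring rescue of mutant channel to the surface after 24 h compound exposure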
# miR122 inh = miR-122 Renilla sensor signal increase in Huh7, primary screen, miR-122 inhibitor project, cell-based, single point, plate reader. activation (reporter increase), % at 12.5 µM. AID 602342, 2012. Huh7 miR-122 Renilla luciferase sensor, 48 h; neutral wells = 0, positive control = 100. hit rate 0.3% among 340,000;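 active = mean replicate activation score at least 90 and every replicate individually at or above 90; inconclusive = only one of the two criteria met; inactive = neither criterion met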;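 also: higher luciferase means less miR-122 activity so hits act as miR-122 inhibitors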
# ERAP1 inh = human ERAP1 aminopeptidase inhibitors, primary screen, biochemical, single point, plate reader | hit rate 0.15% among 340,000 | inhibition, % at 10.7 µM | recombinant ERAP1, Leu-AMC fluorescence, 60 min;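 active = mean replicate inhibition of at least 30%, or all replicates individually reaching that 30% level; inactive = mean below 30% and not every replicate reaching it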;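 also: 0% = neutral control wells and 100% = L-leucinethiol positive control wells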
# Numbers without * were called inactive; ? = inconclusive; . = not tested or not shown; [ ] = another dose, or the depositor's remark. Hits appear at their usual frequency; any-hit rate near 4%.
SMILES,DENV2 CPE rescue,ERp5 block,CASP6 VEID inh,SIRT5 inh,F508del corr,miR122 inh,ERAP1 inh
CC(=O)NC1=NC(=O)/C(=C/c2cc(C)n(-c3cccc(C(=O)O)c3)c2C)S1,-4,1,67*,20*,3.1,7,10
Cc1nnc(SCC(=O)Nc2cc(S(=O)(=O)N3CCCC3)ccc2Cl)s1,1,-1,1,-5,2.1,-9,.
CN1c2ccccc2C(=O)NC1c1ccc(Cl)cc1 (stereo not drawn),1,0,-3,-9,0.8,.,.
COc1cccc(C#Cc2ccc3c(c2)[C@@H]2[C@@H](CCN2C(=O)c2ccccc2F)[C@H](CO)N3)c1,1,2,-1,1,-3.7,.,2
CC(Oc1ccc(F)cc1)C(=O)Nc1cc(C(F)(F)F)ccc1-n1cncn1 (stereo not drawn),4,-2,-1,-2,5.2,.,-8
COc1ccc(NC(=O)CCC(=O)N/N=C/c2cccnc2)cc1,14,4,0,1,-0.6,0,-4
Cc1ccc(NC(=O)COC(=O)c2cc(C)nc3ccccc23)c([N+](=O)[O-])c1,1,2,4,-2,-0.2,.,-1
O=C(C[C@H]1CC[C@@H]2[C@H](COC[C@@H](O)CN2Cc2cccc(F)c2)O1)NCc1ccncc1,2,2,1,-1,-1.3,0[16.7 µM],-1
Cc1ccc(NC(=O)CN2C(=O)NC(C)(CC(C)C)C2=O)c(Br)c1 (stereo not drawn),9,0,-1,-3,1.9,.,-2
COc1cc(OC)nc(Nc2nc(C(N)c3ccccc3)cs2)n1 (stereo not drawn),-3,-1,0,0,0.5,-26,1
O=c1c2[nH]c3ccc(F)cc3c2ncn1CCN1CCN(Cc2ccccc2)CC1,2,-4,0,-1,2.0,3,1
CCNC(=O)C/C(C)=N/NC(=O)C(=O)Nc1ccc(CC)cc1,4,-1,0,2,-2.4,.,-2
C[C@@H]1CCCCO[C@H](CN(C)Cc2ccccc2)[C@@H](C)CN([C@H](C)CO)C(=O)c2cc(NC(=O)C3CCCCC3)ccc2O1,-10,1,1,1,1.4,-6[16.7 µM],-2
COc1cc(C(=O)O/N=C2\C=CC(=O)C=C2C)cc(OC)c1OC,-5,-7,3,0,-4.1,.,-1
Cc1ccc(S(=O)(=O)CCC(=O)OCC(=O)NC2CCS(=O)(=O)C2)cc1 (stereo not drawn),-11,-2,-1,0,2.8,.,1
Cc1c(NC(=O)COC(=O)C2=COCCO2)cccc1[N+](=O)[O-],-8,1,-5,-6,1.2,-1,-3
C[C@@H]1CN([C@H](C)CO)C(=O)c2cc(-c3ccc(F)cc3)cnc2O[C@H]1CN(C)Cc1cncnc1,5,-3,1,3,3.1,71[16.7 µM],-4
O=C(NCCS(=O)(=O)N1CCN(c2ccc(F)cc2)CC1)C12CC3CC(CC(C3)C1)C2,6,1,0,1,-0.1,.,-3
CCn1cnc2c(oc3ccccc32)c1=O,-8,0,-3,0,1.3,-4,0
Cc1ccc(-c2csc(NC(=O)C3=COCCO3)n2)cc1C,-9,0,-4,0,1.3,.,2
COc1cccc(-n2c(=S)sc3c(=O)n(-c4ccccc4OC)c(SCC4OCCO4)nc32)c1,-2,-4,-1,1,-3.5,.,-4
O=C(NCCc1ccccc1)C1CCCN(S(=O)(=O)c2cnc[nH]2)C1 (stereo not drawn),11,2,-2,.,-1.3,-3,.
C[C@H]1CN([C@@H](C)CO)C(=O)c2cc(NC(=O)CCN3CCOCC3)ccc2O[C@H]1CN(C)C(=O)Nc1ccccc1,16,6,4,2,0.6,-3[16.7 µM],0
COc1ccc(N2C(c3cc(OC)cc(OC)c3)=Cc3ccccc3C2CC(C)=O)cc1 (stereo not drawn),-2,-5,-3,-2,4.3,.,-1
Cc1cccn2c(=O)c(C=NCCO)c(Nc3ccc(Cl)cc3)nc12,3,-3,-4,3,1.4,.,4
CC(C)CC#Cc1cnc2c(c1)C(=O)N([C@@H](C)CO)C[C@@H](C)[C@@H](CN(C)C(=O)Nc1ccccc1F)O2,3,7,-3,6,-1.1,-15[16.7 µM],-1
COCC#Cc1ccc([C@H]2[C@@H](CO)N3CCCCN(S(=O)(=O)c4ccc(OC)cc4)C[C@@H]23)cc1,-16,1,0,-2,0.1,-1[16.7 µM],1
CCOc1ccc(N(C)S(=O)(=O)c2ccc(C)c(C(=O)Nc3nnc(C4CC4)s3)c2)cc1,-7,-5,6,0,-2.0,-3,4
Cc1[nH]nc2c1C(c1cccs1)C(C#N)=C(N)O2 (stereo not drawn),-2,4,2,-3,0.7,.,13
CCN1CCC(N2CCN(c3ccccc3OC)CC2)CC1,7,4,-7,.,-3.1,-1,2
S=c1[nH]nc(-c2ccncc2)n1/N=C/c1ccccc1Cl,1,-3,4,-3,0.6,-4,0
C=CCc1c(C)nc(-c2ccccc2)nc1N/N=C(\C)c1ccccc1,4,1,-1,.,0.2,-5,2
COC(=O)CCSCC(=O)Nc1ccc(C)c(S(=O)(=O)N2CCCCC2)c1,6,-2,-1,-1,1.9,20,.
Cc1ccccc1S(=O)(=O)N1C[C@@H](O)COC[C@H]2O[C@@H](CC(=O)N3CCC(Cc4ccccc4)CC3)CC[C@@H]21,8,-2,-1,4,1.4,3[16.7 µM],0
COc1ccc(C(=S)N2CCNCC2)cc1,.,-2,-3,-1,.,-2,-6
Cc1ccc(OCC(O)CNC2CCCC2)c(C)c1 (stereo not drawn),13,1,-6,-9,.,0,-2
C[C@@H]1CCCCO[C@@H](CN(C)S(=O)(=O)c2cccs2)[C@H](C)CN([C@H](C)CO)C(=O)c2cc(NC(=O)CCC(F)(F)F)ccc2O1,?,8,3,4,-1.5,10[16.7 µM],3
CO[C@@H]1CN(C)C(=O)c2cc(NS(=O)(=O)c3ccc(-c4ccccc4)cc3)ccc2OC[C@H](C)NC[C@@H]1C,-5,-2,1,3,-2.0,-5[16.7 µM],4
O=[N+]([O-])c1cccc(NC(=S)N2CCN(c3ccccn3)CC2)c1,7,-2,-4,2,-0.9,-3,3
COc1ccc(CC(=O)Nc2cc(Cl)ccc2N2CCCC2)cc1,-3,1,2,-4,-1.2,.,-1
C[C@@H]1CCCCO[C@@H](CN(C)CC2CC2)[C@H](C)CN([C@@H](C)CO)C(=O)c2cc(NS(C)(=O)=O)ccc2O1,4,6,1,-4,0.9,-6[16.7 µM],0
Cc1ccc(/C=C/C(=O)O)cc1S(=O)(=O)N1CCc2ccccc2C1,4,-13,4,1,-1.9,1,-3
C[C@@H]1CN([C@H](C)CO)C(=O)c2cccc(NC(=O)CCCCCC(=O)Nc3ccccc3N)c2O[C@H]1CN(C)S(=O)(=O)c1cccs1,12,-2,3,5,0.3,.,-1
Cc1nn2c(-c3ccc(S(=O)(=O)N4CCN(CCO)CC4)o3)nnc2c2ccccc12,-2,1,2,0,-3.6,-7,2
C(=N\n1cnnc1)/c1ccc(OC2CSC2)cc1,-2,2,1,2,-0.6,-2,0
O=C(Cc1cccc2ccccc12)NCC(=O)Nc1ccccc1F,-8,8,-1,-3,-7.4,-8,-1
C[C@@H]1CCCCO[C@@H](CN(C)S(=O)(=O)c2ccc(Cl)cc2)[C@@H](C)CN([C@H](C)CO)C(=O)c2cc(NS(=O)(=O)c3cccs3)ccc2O1,-15,-2,2,7,3.7,4[16.7 µM],-1
CC1CCN(c2ccc3c(c2)S(=O)(=O)c2cc(C(=O)O)ccc2C3=O)CC1,1,2,4,4,-1.9,-4,.
COc1ccc(Cl)cc1NC(=O)Nc1cc(C)on1,-1,-3,2,-6,-0.5,-2,-2
Cc1nc(SCC(=O)NNC(=O)c2cccs2)[nH]c(=O)c1C,3,1,-5,2,0.5,3,3

# Results in miR122 inh and F508del corr, for 4 of the compounds above:
SMILES,miR122 inh,F508del corr
C[C@@H]1CCCCO[C@H](CN(C)Cc2ccccc2)[C@@H](C)CN([C@H](C)CO)C(=O)c2cc(NC(=O)C3CCCCC3)ccc2O1,-6[16.7 µM],1.4
CCNC(=O)C/C(C)=N/NC(=O)C(=O)Nc1ccc(CC)cc1,.,-2.4
S=c1[nH]nc(-c2ccncc2)n1/N=C/c1ccccc1Cl,-4,0.6
Cc1ccc(S(=O)(=O)CCC(=O)OCC(=O)NC2CCS(=O)(=O)C2)cc1 (stereo not drawn),.,2.8

# Next part.
SMILES,DENV2 CPE rescue,ERp5 block,CASP6 VEID inh,SIRT5 inh,F508del corr,miR122 inh,ERAP1 inh
Cc1ccc(/C(O)=C2/C(=O)C(=O)N(CCCn3ccnc3)C2c2cccnc2)cc1 (stereo not drawn),.,2,-21,-5,-0.3,-2,.
O=C(C[C@@H]1CC[C@@H]2[C@H](COC[C@H](O)CN2S(=O)(=O)c2ccc(Cl)cc2)O1)NCCN1CCCC1,2,-4,-2,-4,3.5,-2[16.7 µM],3
O=C(NCCc1nnc2ccccn12)c1cccs1,-3,-5,-3,-2,3.6,1,0
COc1ccc(CNc2nc(S(=O)(=O)c3ccccc3)c(Cl)s2)cc1OC,-2,-2,1,0,-1.6,.,-4
C[C@H](NC(=O)C[C@@H]1C[C@H]2c3cc(NC(=O)C4CCOCC4)ccc3O[C@H]2[C@@H](CO)O1)c1ccccc1,?,0,4,-1,-0.2,13[16.7 µM],0
Cc1ccsc1/C=N/Nc1nc2ccccc2s1,-3,-6,0,-1,-0.2,.,5
CCCN(CC(=O)Nc1ccccc1OC)C(=O)CSc1nc(C)cc(C)n1,0,3,3,7,0.1,.,1
COc1ccc(CN2CCC[C@]3(N[C@H](c4ccc(OC)cc4)[C@@H]4C(=O)N(C)C(=O)[C@@H]43)C2=O)cc1,27*,4,5,-7,3.8,-1,1
Nc1nnc(SCC(=O)NCC(=O)Nc2ccc(F)c(F)c2F)s1,-3,-6,-2,1,-2.1,-13,-4
O=C(NCc1ccccc1)C(c1ccco1)N(C(=O)c1ccccn1)c1ccc(F)cc1 (stereo not drawn),-5,3,2,1,2.2,-1,0
CCOC(=O)C1=NOC2(C1)C(=O)Nc1ccc(OC(F)(F)F)cc12 (stereo not drawn),13,-18,-2,-3,5.2,.,0
O=C(Nc1cccc(C(=O)O)c1)/C(=C\c1ccco1)NC(=O)c1ccccc1Cl,-5,2,8,3,1.2,2,-30
Cc1ccc(C)c2c(N)c3c(nc12)CCCCC3 (tested in a mixture with another compound),.,-12,1,0,2.8,.,0
N#C[C@H]1[C@@H](c2ccccc2-c2ccccc2)[C@H](CO)N1C(=O)Cc1cccnc1,-1,-4,1,-4,1.3,.,0
O=C(CCC(=O)c1ccc(Br)cc1)Nc1cccnc1,-3,0,0,.,-3.6,-3,.
CC(C)(C)/C(O)=C/c1nc2ccccc2oc1=O,6,3,-1,.,-13,.,-3
COc1ccc(NC(=O)CS(=O)(=O)c2cn(CC(=O)N3CCOCC3)c3ccccc23)cc1OC,-4,-1,5,-3,1.3,.,6
Cc1nnc(SCC(=O)Nc2cc(C(F)(F)F)ccc2Cl)n1C,19,-3,0,2,-0.3,.,0
O=C(Nc1ccc(-c2nc3ccccc3o2)cc1)c1ccc(N2C(=O)C3C4C=CC(C4)C3C2=O)cc1 (stereo not drawn),.,-3,3,.,.,12,1
COc1ccc(N2C(=O)CC(c3ccc([N+](=O)[O-])cc3)C2=O)cc1 (stereo not drawn),0,0,5,0,2.2,-3,4
CC(=O)Nc1cc(C)nn1-c1nc2ccccc2s1,-1,2,.,0,1.4,.,0
CC(=O)N1CCN(C(=O)c2cc(C)oc2C)CC1,-2,9,-1,-1,0.6,2,-1
OCCNCCCOc1cc(Cl)ccc1Cl,-6,4,3,-1,-2.3,.,-7
C[C@@H]1CN([C@@H](C)CO)C(=O)c2cc(C#CC3CCCCC3)cnc2O[C@H]1CN(C)C(=O)Cc1ccccn1,19,1,2,-1,-2.9,-9[16.7 µM],4
